Screens deposited in PubChem BioAssay by National Center for Advancing Translational Sciences (NCATS).
Pf growth 96h: P. falciparum growth inhibition at 96 hour, primary screen for plastid delayed-death inhibitors; P. falciparum luciferase reporter growth, 96 h; Potency, µM (doses to about 28.7 µM), without a hit: top-dose activity change, negative = inhibition, usual class: inhibitors; 6.9% of 320,000 active; AID 504834
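Readout is luminescence from an integrated firefly luciferase in P. falciparum. Red cells, 2% hematocrit and 0.05% parasitemia final, were cultured with compound through two parasite generations (96 hours) at 37 C, 5% CO2.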
HCV inhibitor: blocks hepatitis C virus; AID 651820; Huh7.5.1 HCVcc-Cre infection, luciferase reporter, 44 h; Potency, µM (highest dose often 41.8 µM), for inactives: at the top dose activity change, negative = inhibition, hits mostly inhibitors; 3.4% of 340,000 active
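Compounds are dispensed onto cells plated 4 h earlier at 1,000 per well, with HCVcc-Cre virus (about 0.5 moi) added next. Following 44 h of culture, luminescent signal is measured for 15 sec after 15 min with substrate at room temperature.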
TbPYK inhibitor: T. brucei pyruvate kinase inhibition; Q57TT1; TbPYK enzyme, Kinase-Glo Plus ATP luminescence, 45 min; Potency, µM (series often up to 76.8 µM), for inactives: at the highest dose activity, negative = inhibition, most hits filed as inhibitors; 0.12% of 410,000 active; AID 624173; also: nearly all actives have a fitted effect of over 50% in size
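Glycolytic pyruvate kinase of T. brucei was incubated with substrate, test compound and 130 uM ADP for 45 minutes at room temperature. Luminescent Kinase-Glo Plus signal was measured after 10 minutes.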
LmPK inhibitor: LmPK (Leishmania mexicana) enzyme inhibition | Potency, µM (highest dose often 57.5 µM), for the others: at the highest dose activity change, negative = inhibition, most hits filed as inhibitors | 0.37% of 290,000 active | Q27686 | AID 1721 | purified LmPK, Kinase-Glo ATP luminescence, 1 h
Target sequence (Q27686 whole entry, looked up): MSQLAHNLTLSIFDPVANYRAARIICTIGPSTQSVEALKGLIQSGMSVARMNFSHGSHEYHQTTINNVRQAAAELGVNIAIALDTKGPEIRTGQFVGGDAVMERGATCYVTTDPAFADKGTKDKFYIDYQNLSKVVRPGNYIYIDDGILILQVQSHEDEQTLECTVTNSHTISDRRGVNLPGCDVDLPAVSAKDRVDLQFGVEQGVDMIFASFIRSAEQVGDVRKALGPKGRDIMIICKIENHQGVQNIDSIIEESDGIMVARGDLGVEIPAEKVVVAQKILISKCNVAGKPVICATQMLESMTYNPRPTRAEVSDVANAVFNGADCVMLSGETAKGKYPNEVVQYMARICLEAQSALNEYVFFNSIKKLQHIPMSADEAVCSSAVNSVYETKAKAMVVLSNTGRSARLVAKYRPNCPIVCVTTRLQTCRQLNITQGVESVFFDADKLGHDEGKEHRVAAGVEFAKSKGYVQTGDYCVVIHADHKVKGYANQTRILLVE
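Kinase-Glo luminescence read after 1 h RT reaction of 0.1 nM LmPK with 0.5 mM PEP and 0.1 mM ADP. Activity scaled between uninhibited and enzyme-free controls.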
Sm TGR block: S. mansoni TGR enzyme inhibition | Q962Y6 | purified TGR, DTNB reduction, TNB absorbance 405 nm | Potency, µM (doses to about 114 µM), inactives show top-dose activity change, negative = inhibition, actives largely listed as inhibitors | 3% of 360,000 active | AID 485364; also: nearly all actives have a fitted effect of over 60% in size
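Kinetic colorimetric format: TGR-catalysed, NADPH-driven DTNB reduction monitored via TNB absorbance. Enzyme dispensed at 20 nM; compound exposure 15 min at room temperature before reaction start.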
Pf growth 48h: P. falciparum growth inhibition at 48 hours (one generation). P. falciparum luciferase growth in erythrocytes, 48 h. Potency, µM (titrated, usually from 28.7 µM), inactives show at the top dose activity change, negative = inhibition, usual class: inhibitors. 5.9% of 310,000 active
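Luminescence readout; reporter = integrated firefly luciferase in P. falciparum. RBC culture at 2% hematocrit, 0.1% parasitemia final, 37 C/5% CO2; decreased signal taken as growth inhibition.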
* hit, by the source's call; ? = inconclusive; / = no result given; & = joins results of further samples; [ ] = another dose, or the depositor's remark. Calls follow the shape of the dose curve; as a rule, active = well fitted curve in the direction sought with a large enough effect; inconclusive = small, poorly fitted or top-dose-only effect, or another doubt; inactive = no such curve, though single readings can be large; an effect the other way counts as inactive or inconclusive. % is scaled to controls: 0 for no effect and ±100 for the full control effect; potency is read from the fitted curve at half-maximal effect. Rows were taken by chance; 16% or so of the library scored in one or more.

Screens by letter – A = Pf growth 96h; B = HCV inhibitor; C = TbPYK inhibitor; D = LmPK inhibitor; E = Sm TGR block; F = Pf growth 48h
> CCCOc1ccc(CSc2n[nH]c(C)n2)cc1
  A: 106%[activator]	B: 13%	C: -5%	D: ?	E: 2%	F: 109%[activator]

> COc1ccccc1CNC(=O)COC(=O)Cc1cccc(F)c1
  A: 18%	B: 1%	C: -1%	D: /	E: -14%	F: -26%

> CCc1ccc(C(=O)Nc2ccc3c(c2)n(C)c(=O)n3C)cc1
  A: ?	B: -13%	C: -6%	D: 33%	E: -28%	F: 2%

> COCCn1c(SCC(=O)NC2CCCC2)nnc1C(C)C
  A: 10%	B: 3%	C: -4%	D: -1%	E: 6%	F: 10%

> Cc1ccc(-c2nnc(SCC(=O)N3CCCC3)o2)cc1C
  A: 214%[activator]	B: -4%	C: -8%	D: -4%	E: -1%	F: 11%

> COc1ccc([C@@H]2Sc3cc(OC)ccc3N(CCN(C(C)C)C(C)C)C(=O)[C@H]2OC(C)=O)cc1
  A: ?	B: ?	C: 1%	D: 2%	E: -4%	F: 12µM*

> Cc1ccc(C2CC(=O)NC(SCC(N)=O)=C2C#N)s1 (centres undefined)
  A: 0%	B: 20%	C: 0%	D: 4%	E: -1%	F: -3%

> Cc1cc(-c2ccccc2)nc2oc(C(=O)NN)c(N)c12
  A: 9%	B: 15%	C: 1%	D: 2%	E: -5%	F: ?

> CCOC(=O)C1CCCN(C(=O)c2[nH]c3ccc(OC)cc3c2C)C1 (centres undefined)
  A: -13%	B: 1%	C: 1%	D: 8%	E: ?	F: /

> CC1CCCCC1NC(=O)COc1ncnc2sccc12 (centres undefined)
  A: ?	B: 17%	C: -3%	D: /	E: -3%	F: -2%

> O=C(COc1ccc2ccccc2c1)NNC(=O)Nc1ccccc1F
  A: -6%	B: 23%	C: -9%	D: 1%	E: 5%	F: 13%

> COc1cc2c(cc1OC)-c1c(OC)c(OC)c(OC)c3ccnc(c13)C2=O
  A: ?	B: -23%	C: -3%	D: 3%	E: -7%	F: ?

> O=C1NC(=O)/C(=C/C(=O)N2CCOCC2)S1
  A: 0%	B: 17%	C: 1%	D: 1%	E: /	F: -1%

> CC1=C(C(=O)OCC(C)C)C(c2ccccc2Cl)NC(=O)N1C (centres undefined)
  A: -41%	B: ?	C: -3%	D: -1%	E: ?	F: /

> CCOc1cc2c(cc1OCC)-n1cccc1C(c1ccc(OC)c(O)c1)NC2 (centres undefined)
  A: 5%	B: -1%	C: 4%	D: 1%	E: -9%	F: 2.9µM*

> CC1(C)CC(=O)C2=C(C1)OC(N)=C(C#N)C2c1cccs1 (centres undefined)
  A: 21%	B: 10%	C: 1%	D: 5%	E: -30%	F: ?

> CCOc1ccc(NS(=O)(=O)c2ccc(NC(=O)C3CCCO3)cc2)cc1 (centres undefined)
  A: /	B: ?	C: 3%	D: 7%	E: 0%	F: -3%

> CCOC(=O)c1nn(-c2sc(C(=O)OC)c(C)c2C(=O)OC)cc1O
  A: 1%	B: ?	C: 2%	D: 1%	E: 4%	F: -11%

> O=C(CCCCn1c(=O)c2ccccc2n(Cc2ccc(F)cc2)c1=O)NCc1ccco1
  A: 3.3µM*	B: ?	C: -8%	D: -1%	E: -23%	F: ?

> CC(C)(C)c1nc(CN2CCOCC2)cc(CN2CCOCC2)c1O
  A: ?	B: 9%	C: -8%	D: -1%	E: 1%	F: /

> O=c1[nH]c(CSc2nnc3ccccn23)nc2cc(C(F)(F)F)ccc12
  A: 1%	B: /	C: /	D: 1%	E: /	F: 24%

> O=C(CC1SC(=NCc2ccccc2)NC1=O)Nc1ccccc1 (centres undefined)
  A: ?	B: 0%	C: 2%	D: 1%	E: 2%	F: 10%

> Cc1ccc(C)c(N2CC(C(=O)OCC(=O)Nc3cc(C)on3)CC2=O)c1 (centres undefined)
  A: ?	B: -9%	C: 5%	D: -6%	E: 4%	F: 1%

> CCC(C)C(NC(=O)c1ccc(Cl)cc1)C(=O)O (centres undefined)
  A: /	B: 7%	C: -1%	D: -2%	E: -1%	F: 5%

> COC(=O)c1c(NS(=O)(=O)c2cccs2)sc2c1CCCC2
  A: 30%[activator]	B: 4%	C: -13%	D: 2%	E: -17%	F: 2%

> CCOC(=O)c1ccc(NC(=O)CSc2ccc(-c3ccccn3)nn2)cc1
  A: ?	B: ?	C: -5%&-17%	D: -7%	E: 9%&2%	F: -16%

> Cc1ccc(-c2nc(SC(C)C(=O)N3CCOCC3)n[nH]2)cc1 (centres undefined)
  A: ?	B: 15%	C: -4%	D: -1%	E: 8%	F: -4%

> Cc1c(CC(=O)NCCCC(=O)O)c(=O)oc2c(C)c3oc4c(c3cc12)CCCC4
  A: 23%	B: -13%	C: 3%	D: -1%	E: -1%	F: 43%[activator]

> CCOC(=O)c1nc(C)sc1-c1ccnn1S(=O)(=O)c1cccc(Cl)c1
  A: 4%	B: -1%	C: 1%	D: 2%	E: 5%	F: -15%

> CCOC(=O)C1=C(C)NC(SCC(=O)Nc2nc(C)cs2)=C(C#N)C1c1cccs1 (centres undefined)
  A: ?	B: /	C: /	D: 3%	E: -3%	F: 2.1µM*

> COc1ccc(CCC(=O)Nc2cccc(S(=O)(=O)N3CCCCCC3)c2)cc1
  A: 0%	B: ?	C: -3%	D: /	E: 0%	F: ?

> CCOc1cccc(-c2nnc3sc(COc4ccc(OC)cc4)nn23)c1
  A: ?	B: -6%	C: -11%	D: 3%	E: 5%	F: 23%

> CCCCN(C)C(=S)Nc1ccsc1C(=O)OC
  A: ?	B: -1%	C: 5%	D: -3%[11.5 µM]	E: 11%	F: ?

> CC1(C)N(O)CC(c2cccs2)=[N+]1[O-]
  A: /	B: 2%	C: 1%	D: -7%	E: -9%	F: 3%

> CCOc1ccc(N=C2SC(C(=O)O)CC(=O)N2C)cc1 (centres undefined)
  A: -14%	B: -6%	C: -1%	D: 2%	E: 4%	F: -2%

> CCCCOc1ccccc1C1CC(=O)NC2=C1C(=O)CCC2 (centres undefined)
  A: /	B: ?	C: -6%	D: 1%	E: -6%	F: -19%

> CC(=O)Nc1ncc2c(n1)CC(c1ccco1)CC2=O (centres undefined)
  A: 30%[activator]	B: -6%	C: 1%	D: 5%	E: -27%	F: /

> CCN(CC)CCCOC(=O)c1ccc(OC)cc1O
  A: 79%[activator]	B: 2%	C: -2%	D: 2%	E: /	F: 6%

> CCc1ccc(N2CC(C)Cn3c2nc2c3c(=O)[nH]c(=O)n2C)cc1 (centres undefined)
  A: 2.9µM*	B: 25µM*	C: -3%	D: -3%	E: -10%	F: 7.4µM*

> C=CCCCCCCCCc1nc(SCC(=O)O)n[nH]1
  A: 14%	B: -11%	C: -4%	D: 1%	E: 16%	F: 7%

> C/C=C/COC(=O)C1=C(C)NC(=O)NC1c1ccc2c(c1)OCO2 (centres undefined)
  A: ?	B: -22%	C: 15%	D: 1%	E: 10%	F: 18%

> CCN(CC)CCCN=C(C)c1c(O)n(C2CCCCC2)c(=O)[nH]c1=O
  A: 6.6µM*	B: -2%	C: 3%	D: 6%	E: -24%	F: 4%

> CCOC(=O)c1[nH]c2ccccc2c1NC(C)=O
  A: 22%	B: 8%	C: -1%	D: 0%	E: 0%	F: -2%

> CSc1nsc(SCC(=O)Nc2cc(C(=O)O)ccc2C)n1
  A: 2%	B: 29%	C: 1%	D: 0%	E: -8%	F: 13%

> CSc1ccc(CN(C)CC(=O)Nc2ccccc2Br)cc1
  A: ?	B: ?	C: 2%	D: 3%	E: -10%	F: 7%

> O=c1[nH]cnc2ccccc12
  A: 10%	B: 12%	C: 4%	D: 1%	E: 3%	F: 9%

> CCOc1ccc(NC(=O)CC2C(=O)N(c3ccc(OC)cc3)C(=S)N2Cc2ccccn2)cc1 (centres undefined)
  A: ?	B: -8%	C: -6%	D: 2%	E: -3%	F: ?

> Cc1ccc(NC(=O)CSc2cccc[n+]2[O-])c([N+](=O)[O-])c1
  A: 21%	B: -1%	C: -1%	D: 7%	E: 30%	F: 34%[activator]

> Cc1ccsc1C1Nc2ccc3ncccc3c2C2=C1C(=O)CC(C)(C)C2 (centres undefined)
  A: 1.2µM*	B: -6%	C: 4%	D: 2%	E: 3%	F: 1.7µM*

> Cc1ccc2nc(-c3ccc(NC(=O)CSCC(=O)O)cc3)sc2c1
  A: 403%[activator]	B: 6%	C: -4%	D: 5%	E: 3%	F: 220%[activator]

(cont.)
Screens by letter – A = Pf growth 96h; B = HCV inhibitor; C = TbPYK inhibitor; D = LmPK inhibitor; E = Sm TGR block; F = Pf growth 48h
> CN(Cc1ccc(OC(F)F)cc1)C(=O)c1ccc2c(=O)n3c(nc2c1)CCC3
  A: ?	B: ?	C: -9%	D: /	E: -9%	F: ?

> N[C@@H](Cc1cc(I)c(Oc2cc(I)c(O)c(I)c2)c(I)c1)C(=O)O
  A: ?	B: -20%	C: 4%&-12%	D: /	E: /	F: -23%

> Clc1ccc(NCc2ccsc2)cc1
  A: 0%	B: /	C: /	D: -6%	E: -17%	F: 37%[activator]

> COc1cc(C2NC(=O)NC(C)=C2C(=O)OC(C)C)ccc1OC(=O)c1ccco1 (centres undefined)
  A: 5%	B: 3%	C: -9%	D: 5%	E: -1%	F: 15%

> Cc1nc2ccccn2c1C(=O)C(=O)Nc1cc(F)ccc1F
  A: 73%[activator]	B: -1%	C: -1%	D: 0%	E: 22%	F: 61%[activator]

> CCCc1cc(=O)[nH]c(SCC(=O)N2CC3(C)CC2CC(C)(C)C3)n1 (centres undefined)
  A: ?	B: 5%	C: -2%	D: /	E: 1%	F: ?

> O=C(NC1CCN(Cc2ccccc2)CC1)C1CCCN(S(=O)(=O)c2cccc3nonc23)C1 (centres undefined)
  A: 4%	B: -12%	C: -8%	D: 12%	E: -9%	F: /

> O=C(/C=C/c1ccc(Cl)cc1Cl)NCc1ccncc1
  A: 12µM*	B: -23%	C: -7%	D: 3%	E: 34%	F: ?

> COC(=O)CNC(=O)c1ccc(OC2CCN(C(=O)C3CC3)CC2)cc1
  A: -10%	B: 5%	C: -1%	D: 1%	E: 12%	F: 50%[activator]

> O=C(O)c1cccc(S(=O)(=O)NNc2ccccc2C(F)(F)F)c1
  A: 21%	B: 8%	C: -6%	D: -22%	E: -13%	F: 25%

> CCOc1ccc(C(=O)CC(=O)C(=O)NCCc2ccc(OC)c(OC)c2)cc1
  A: 227%[activator]	B: ?	C: -11%	D: 1%	E: -32%	F: 13µM*

> O=C(Cc1ccc(Cl)cc1)Nc1ccccc1C(=O)Nc1ccc(C(=O)O)cc1
  A: 25%	B: 13%	C: -4%	D: 0%	E: -9%	F: 12%

> Cc1ccc(C2(c3ccccc3)NC(=O)N(CC(=O)NC3(C#N)CCCC3)C2=O)cc1C (centres undefined)
  A: ?	B: -10%	C: 3%	D: /	E: -11%	F: 13µM*

> Cn1c(=O)c2ncn(CC(=O)NCCC3=CCCCC3)c2n(C)c1=O
  A: 8%	B: 4%	C: -4%	D: 2%	E: -7%	F: -14%

> CN(C)S(=O)(=O)c1cccc(N=C2NN=C(c3ccccc3)CS2)c1
  A: 2.3µM*	B: 35µM*	C: -12%	D: 0%	E: -1%	F: 13µM*
